# Assay outcomes from PubChem BioAssay.
# USP1-UAF1 inh = inhibitors of human USP1/UAF1 deubiquitinase; O94782; recombinant USP1/UAF1, Ub-Rhodamine cleavage fluorescence; Potency, µM (highest dose often 57.1 µM), for the others: top-dose activity change, negative = inhibition, actives largely listed as inhibitors; AID 743255; 390,000 tested, 0.23% active; further: potency means the concentration at half of the fitted maximal effect; on the % scale 0 is the no-effect control and ±100 the full control effect; nearly all actives have a fitted effect of over 60% in size; inactives centre near -12
#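 In this screen, compounds sit with the deubiquitinase complex (1nM) for 15 min at room temperature before Ub-Rho is added at 150nM final. Fluorescence rise is then followed for 6 reads every 60 seconds.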
# rTrxR1 inhibitor = rat TrxR1 inhibition | O89049 | recombinant rTrxR1, NADPH fluorescence consumption, selenite substrate | Potency, µM (top dose mostly 114 µM), for the others: at the highest dose activity change, negative = inhibition, most hits filed as inhibitors | 390,000 tested, 1% active | AID 588453; further: potency means the concentration at half of the fitted maximal effect; on the % scale 0 is the no-effect control and ±100 the full control effect; nearly all actives have a fitted effect of over 65% in size
#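 Rat TrxR1 (90 nM in the dispensed reagent) was pre-reduced with 400 uM NADPH for 5 min at room temperature, then incubated with compound for 15 min. After 400 uM selenite was added, NADPH fluorescence (Ex 340/Em 450 nm) was followed for 8 min.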
# mIDH1 inhibitor = blocks human mutant IDH1 R132H enzyme. IDH1-R132H enzyme, NADPH consumption, diaphorase/resazurin fluorescence. 390,000 tested, 0.093% active. O75874. Potency, µM (highest dose often 76.6 µM), for the others: top-dose activity change, negative = inhibition, hits mostly inhibitors; further: potency means the concentration at half of the fitted maximal effect; on the % scale 0 is the no-effect control and ±100 the full control effect; nearly all actives have a fitted effect of over 65% in size
#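 IDH1-R132H (0.5 ug/mL) preincubated 30 min with compound, then NADPH (0.016 mM) and alpha-KG (2 mM) added; 80 min at RT, pH 7.5. Remaining NADPH coupled via diaphorase/resazurin to fluorescence (540/590 nm); concentration-response curves normalized to no-enzyme control.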
# D2 ag = agonists of human D2 dopamine receptor; P14416; HEK293 T-REx D2 cells, calcium flux agonist mode; activation, % at 2 µM; 340,000 tested, 0.53% active; AID 485358;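 active means activation over 3 SD above normal in the single-dose calcium agonist read, cut at about 30% in these data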; further: 0% is about no effect
#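 HEK293 Trex D2 cells, tetracycline-induced, o/n 30 C 5% CO2; no-wash Ca dye, RT 30–90 min; 10-cycle baseline, 23 nl cpd added, kinetic Ca read 180 s; agonist hits = positive Ca response.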
# TrxR1 substrate = is turned over as a substrate by rat TrxR1; purified TrxR1 substrate turnover, NADPH consumption readout; Potency, µM (doses to about 114 µM), without a hit: at the highest dose activity change, negative = substrate turnover; 390,000 tested, 0.01% active; further: potency means the concentration at half of the fitted maximal effect; on the % scale 0 is the no-effect control and ±100 the full control effect; nearly all actives have a fitted effect of over 50% in size
#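 Rat TrxR1, dispensed at 90 nM, was prereduced with 400 uM NADPH (final) for 5 min at ~22 deg C, then incubated with compound 15 min before 400 uM selenite. A first-read NADPH fluorescence drop versus no-compound background flagged substrates.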
# TRHR ag = activates the human TRH receptor | P34981 | TRHR cells, calcium flux fluo-8, FDSS agonist mode | activation, % at 2 µM | 360,000 tested, 0.18% active | AID 493084; in the data active means activation above about 30%; further: 0% is about no effect
# Target sequence (P34981 whole entry, looked up): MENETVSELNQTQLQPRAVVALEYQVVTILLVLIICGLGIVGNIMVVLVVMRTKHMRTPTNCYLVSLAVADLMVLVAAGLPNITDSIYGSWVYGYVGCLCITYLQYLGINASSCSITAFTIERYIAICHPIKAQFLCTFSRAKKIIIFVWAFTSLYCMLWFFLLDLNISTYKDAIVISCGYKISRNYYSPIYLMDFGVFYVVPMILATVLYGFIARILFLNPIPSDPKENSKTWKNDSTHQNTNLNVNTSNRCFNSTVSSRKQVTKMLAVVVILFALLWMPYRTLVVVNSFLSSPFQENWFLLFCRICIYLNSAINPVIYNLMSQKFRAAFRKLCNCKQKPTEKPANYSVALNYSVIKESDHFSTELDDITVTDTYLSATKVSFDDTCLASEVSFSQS
#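 TRHR-expressing cells loaded with fluo-8 calcium dye; 23 nL library compound pin-transferred, kinetic FDSS fluorescence (Ex 480/Em 530) recorded about 180 s for agonist-induced calcium release, before a 10 nM TRH EC20 addition for potentiator mode.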
# PI4K2A block = inhibitors of human PI4K2A; Q9BTU6; purified PI4K2A, ADP-Glo luminescence, 1 h; active compounds read low; activity change, negative = inhibition, % at 76.9 µM; 420,000 tested, 0.13% active; in the data active means activity change below about -50%; inconclusive means mostly about -30% to -49%;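 further: -100% = wells without enzyme as full effect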
# Target sequence (Q9BTU6 whole entry, looked up): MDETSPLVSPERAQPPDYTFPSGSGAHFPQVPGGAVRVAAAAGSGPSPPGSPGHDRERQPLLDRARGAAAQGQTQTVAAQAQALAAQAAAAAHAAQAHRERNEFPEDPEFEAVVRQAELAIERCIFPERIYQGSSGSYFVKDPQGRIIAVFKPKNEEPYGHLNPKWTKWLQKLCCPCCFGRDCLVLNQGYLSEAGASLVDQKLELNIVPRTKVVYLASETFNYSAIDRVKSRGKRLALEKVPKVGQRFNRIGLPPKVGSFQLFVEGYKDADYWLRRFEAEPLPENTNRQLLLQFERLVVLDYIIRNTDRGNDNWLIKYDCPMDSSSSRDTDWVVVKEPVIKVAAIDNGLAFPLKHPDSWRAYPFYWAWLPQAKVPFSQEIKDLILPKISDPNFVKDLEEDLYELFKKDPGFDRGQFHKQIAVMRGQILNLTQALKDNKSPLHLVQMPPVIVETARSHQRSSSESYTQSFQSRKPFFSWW
#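 Compounds are screened against recombinant PI4K2A using PI as substrate and ATP, the latter dispensed at 300 microM. Reactions run one hour at ambient temperature before ADP-Glo detection; full inhibition defined by wells lacking enzyme.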
# D2 antagonist = D2 dopamine receptor (human) antagonism; AID 485344; HEK293 TREx D2 cells, calcium flux, dopamine EC80; 340,000 tested, 2% active; P14416; inhibition, % at 10 µM; in the data active means inhibition above about 30%; further: 0% is about no effect
#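 Read-out: kinetic calcium fluorescence (1 cycle/s) in inducible HEK293 T-REx D2 cells after an EC80 dopamine addition that followed 180 s compound preincubation. Loss of the dopamine response indicates antagonism.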
# TRHR PAM = allosterically enhances the human TRH receptor; P34981; TRHR cells, fluo-8 calcium fluorescence, EC20 TRH enhancement; enhancement, % at 2 µM; 360,000 tested, 0.66% active; AID 493056; in the data active means enhancement above about 30%; further: 0% is about no effect
#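 TRHR-expressing cells loaded with fluo-8 calcium dye were read kinetically (ex 480/em 530) during compound addition, then stimulated with an EC20 of TRH (10 nM final). Enhancement of the Gq-mediated intracellular calcium response was scored.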
# Numbers without * were called inactive; ? = inconclusive; nt = not tested or not shown; [ ] = dose if it differs, or a comment. Unless noted, the call rests on the fitted dose curve; in most records, active means well fitted inhibition curve with a large enough effect; inconclusive means small, poorly fitted or top-dose-only effect; inactive means no such curve, though single readings can be large or run the other way.
SMILES,USP1-UAF1 inh,rTrxR1 inhibitor,mIDH1 inhibitor,D2 ag,TrxR1 substrate,TRHR ag,PI4K2A block,D2 antagonist,TRHR PAM
Cc1cc(Br)ccc1SCC(=O)OCC(=O)Nc1ccc2[nH]c(=O)[nH]c2c1,-9%,13%,-15%,0.1,-1%,0.4,-1,-15,3
COc1ccc(N2CCN(C(=O)c3cc4cc(Cl)ccc4[nH]3)CC2)cc1,-23%,11%,-4%,0.7,3%,0.0,12,6,-2
CCOC(=O)c1sc(NC(=O)CSc2nnc(-c3ccc(OC)cc3)n2CCOC)nc1C,-6%,-14%,4%,0.7,-12%,1.5,-2,23,1
CC(C)C(O)P(=O)(OCc1ccccc1)c1ccc(N(C)C)cc1 (stereo unspecified),-26%,13%,1%,0.5,4%,1.0,-1,-9,-7
COCC(=O)N1CCc2ccc(NC(=O)c3ccccc3Cl)cc2C1,-24%,10%,2%,1.7,5%,0.4,2,-7,-3
CCCc1noc(-c2cccc([N+](=O)[O-])c2)n1,-11%,21%[57.1 µM],6%,-0.3,-7%,0.0,5,0,-3
COc1ccc(CN2C(=O)NC3(CCCCC3)C2=O)cc1F,-21%,0%,0%,0.4,-6%,-0.2,-2,1,3
O=C(NCC1CCCO1)c1cc2c(s1)CS(=O)(=O)C2 (stereo unspecified),-17%,-5%,-5%,-1.1,1%,0.5,-2,5,-4
COc1ccc(N2C(=NC(=O)c3ccc(Br)cc3)SC3CS(=O)(=O)CC32)cc1 (stereo unspecified),-7%,4%,-6%,0.2,1%,-0.4,-17,0,1
C[C@H](CO)N1C[C@H](C)[C@@H](CN(C)C(=O)Nc2ccccc2)Oc2ccc(NC(=O)CCN3CCOCC3)cc2C1=O,-20%,-2%,-7%,nt,5%,nt,-4,nt,nt
CCS(=O)(=O)c1ccc(-c2cccc(NC(=O)COc3ccc(Cl)cc3)c2)nn1,-11%,31%,-3%,0.1,1%,-0.3,-3,3,5
COCCNC(=O)[C@@H]1CSC2c3ccc(OC)c(OC)c3C(=O)N21 (stereo partly specified),-3%,11%,-7%,1.4,-5%,2.0,-2,-6,-5
Cc1ccc(/C=C/C(=O)O)cc1S(=O)(=O)NCC1CCCO1 (stereo unspecified),-20%,24%[57.1 µM],5%,0.0,12%[57.1 µM],0.3,-1,-11,-4
C=CC[C@H](CC(=O)N[C@H](CO)Cc1ccccc1)C(=O)N[C@@H](COC(=O)[C@H](CC=C)CC(=O)OC(C)(C)C)Cc1c[nH]c2ccccc12,-13%,1%,-5%,nt,-4%,nt,-4,nt,nt
C=CCNC(=O)C1CC(=O)N(c2ccc(OCc3ccc(F)cc3)cc2)C1 (stereo unspecified),-20%,9%,-4%,0.5,-4%,0.9,-23,4,5
C#CCN1C(=O)C(O)(CC(=O)c2cc(OC)ccc2OC)c2ccccc21 (stereo unspecified),-5%,8%[57.1 µM],4%,0.6,18%[57.1 µM],0.3,4,28,5
COc1cc2c(cc1O)CCN(C(=O)CSc1nncn1C)[C@@H]2C,-15%,7%,0%,1.0,7%,-0.1,1,-3,-4
C=CC[C@@H](CC(=O)N(CCO)Cc1ccccc1)C(=O)NC[C@@H](OC(=O)[C@@H](CC=C)CC(=O)OC(C)(C)C)c1ccccc1,-16%,1%,-1%,nt,-13%,nt,2,nt,nt
O=C(NCCNc1ccc([N+](=O)[O-])cc1)c1ccccc1Br,-7%,4%,6%,0.5,1%,-0.4,-2,-20,4
CNC(=O)CSc1nnc(-c2ccccc2F)n1CCc1ccccc1,-6%,6%,-10%,-1.0,-7%,-0.7,6,-4,-3
c1ccc2[nH]c(SCc3ccc(-c4nnco4)cc3)nc2c1,13%,-3%,3%,-0.8,14%[57.1 µM],-0.4,5,12,-5
O=C(NCC1CCCO1)c1ccccc1-c1nc(-c2ccc(Cl)cc2)no1 (stereo unspecified),8%,14%,0%,-0.4,0%,-0.2,-1,7,-16
Cn1c(SCC(=O)N2CCN(Cc3ccccc3)CC2)nnc1-c1ccncc1,-5%,-18%,5%,-0.2,2%,0.2,3,-9,0
CCn1cc2nc(SCc3c(F)cccc3Cl)n(CCc3ccccc3)c(=O)c2n1,-14%,30%[57.1 µM],-7%,nt,6%[57.1 µM],0.2,1,nt,-18
Cc1nc2c(C)cccn2c1C(=O)c1ccccc1,-4%,10%,2%,-0.8,-8%,-0.1,-5,-7,-11
Cc1ccc(NC(=S)Nc2ccc3[nH]c(=O)[nH]c3c2)cc1C,-14%,-3%,30%[activator],-0.4,-3%,-0.5,2,-4,0
CCOc1ccc(S(=O)(=O)Nc2cccc(C(=O)N3CCN(C(C)=O)CC3)c2)cc1,-10%,20%,-5%,-1.0,6%,-0.3,4,-5,1
COc1cc(C(=O)N2CCC(c3nc4ccccc4o3)CC2)cc(OC)c1OC,-8%,18%,-16%,0.1,0%,0.2,0,nt,0
Cc1cccc(OCC(O)CN2CC3(C)CC2CC(C)(C)C3)c1 (stereo unspecified),-10%,2%,2%,-0.3,5%,-0.8,-2,-6,16
CCOc1cc(C2NC(=O)NC(O)(C(F)(F)F)C2C(=O)c2ccc(Cl)cc2)ccc1O (stereo unspecified),-6%,-7%,0%,1.3,11%,0.6,-2,6,8
Cc1c(C(=O)Nc2cccc(Cl)c2)oc2ccc(S(=O)(=O)N(C)C3CCCCC3)cc12,-13%,35%[57.1 µM],-4%,nt,4%[57.1 µM],0.9,-2,nt,2
O=C(Nc1cccc2cccnc12)c1cccnc1,-7%,-6%,3%,0.7,2%,0.3,-6,-2,2
CCCCn1cnc2c([nH]c3cc(OC)ccc32)c1=O,-12%,-4%,7%,-0.6,2%,1.8,-2,-8,0
COc1ccc(CCNC(=O)c2cc(-c3ccc(Cl)c(Cl)c3)oc2C)cc1,-5%,-12%,1%,-1.5,-5%,-1.3,1,-6,-4
Cc1ccc(-c2ncns2)cc1,-3%,32%[57.1 µM],8%,0.9,15%[57.1 µM],0.8,1,-25,-1
CCOC(=O)c1ccc(NC(=O)c2sc3ccccc3c2Cl)cc1,-23%,18%,-9%,-0.7,5%,-1.2,0,nt,3
O=C(NNc1ccccc1C(F)(F)F)c1cccs1,-26%,21%,30%,0.2,8%,-1.0,7,-10,-4
Cc1ccccc1Nc1c([N+](=O)[O-])ccc2nonc12,-9%,18%,-4%,1.0,-3%,-0.4,3,-18,4
COc1cc(/C=C2\C(=O)N(CCC#N)N=C2C)ccc1OCC(=O)Nc1ccccc1,-20%,?,-6%,1.4,-10%,0.7,-23,-15,-7

# Some entries already given, reduced to PI4K2A block, TRHR PAM and mIDH1 inhibitor:
compound,PI4K2A block,TRHR PAM,mIDH1 inhibitor
COc1cc(C(=O)N2CCC(c3nc4ccccc4o3)CC2)cc(OC)c1OC,0,0,-16%
Cc1cccc(OCC(O)CN2CC3(C)CC2CC(C)(C)C3)c1 (stereo unspecified),-2,16,2%

# 11 of the compounds above, with two lines to a compound.
# Every second line gives: USP1-UAF1 inh, rTrxR1 inhibitor, mIDH1 inhibitor, D2 ag, TrxR1 substrate, TRHR ag, PI4K2A block, D2 antagonist, TRHR PAM
COc1ccc(N2C(=NC(=O)c3ccc(Br)cc3)SC3CS(=O)(=O)CC32)cc1 (stereo unspecified)
 : -7%, 4%, -6%, 0.2, 1%, -0.4, -17, 0, 1
C[C@H](CO)N1C[C@H](C)[C@@H](CN(C)C(=O)Nc2ccccc2)Oc2ccc(NC(=O)CCN3CCOCC3)cc2C1=O
 : -20%, -2%, -7%, nt, 5%, nt, -4, nt, nt
CCS(=O)(=O)c1ccc(-c2cccc(NC(=O)COc3ccc(Cl)cc3)c2)nn1
 : -11%, 31%, -3%, 0.1, 1%, -0.3, -3, 3, 5
COCCNC(=O)[C@@H]1CSC2c3ccc(OC)c(OC)c3C(=O)N21 (stereo partly specified)
 : -3%, 11%, -7%, 1.4, -5%, 2.0, -2, -6, -5
Cc1ccc(/C=C/C(=O)O)cc1S(=O)(=O)NCC1CCCO1 (stereo unspecified)
 : -20%, 24%[57.1 µM], 5%, 0.0, 12%[57.1 µM], 0.3, -1, -11, -4
C=CC[C@H](CC(=O)N[C@H](CO)Cc1ccccc1)C(=O)N[C@@H](COC(=O)[C@H](CC=C)CC(=O)OC(C)(C)C)Cc1c[nH]c2ccccc12
 : -13%, 1%, -5%, nt, -4%, nt, -4, nt, nt
C=CCNC(=O)C1CC(=O)N(c2ccc(OCc3ccc(F)cc3)cc2)C1 (stereo unspecified)
 : -20%, 9%, -4%, 0.5, -4%, 0.9, -23, 4, 5
C#CCN1C(=O)C(O)(CC(=O)c2cc(OC)ccc2OC)c2ccccc21 (stereo unspecified)
 : -5%, 8%[57.1 µM], 4%, 0.6, 18%[57.1 µM], 0.3, 4, 28, 5
COc1cc2c(cc1O)CCN(C(=O)CSc1nncn1C)[C@@H]2C
 : -15%, 7%, 0%, 1.0, 7%, -0.1, 1, -3, -4
C=CC[C@@H](CC(=O)N(CCO)Cc1ccccc1)C(=O)NC[C@@H](OC(=O)[C@@H](CC=C)CC(=O)OC(C)(C)C)c1ccccc1
 : -16%, 1%, -1%, nt, -13%, nt, 2, nt, nt
O=C(NCCNc1ccc([N+](=O)[O-])cc1)c1ccccc1Br
 : -7%, 4%, 6%, 0.5, 1%, -0.4, -2, -20, 4
